# APP 5UTR inh: APP translation inhibition; SH-SY5Y APP 5'UTR-luciferase reporter, luminescence; inhibition, % at 2 µM; actives 0.82% (n = 190,000);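 active = inhibition above a set limit, derived from the sample mean plus 3 SD, cut at about 45% in these data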; note: values of inactives mirror those of a sister screen read the other way
# NF-kB expr up: NF-kB expression increase, human neuronal cells. fold change at 12.5 µM. AID 1239. actives 1.6% (n = 190,000). NF-kB reporter expression; stronger effect = higher value; in the data active = fold change above about 3.3
# Redox H2O2 prof: compounds producing H2O2 with reducing agent – biochemical, NIH compound library profiling, artefact control for MLSCN library redox annotation, primary screen | actives 0.03% (n = 200,000) | DTT-dependent redox cycling H2O2, phenol red/HRP absorbance; 100% = 100 µM peroxide control, 0% = buffer | AID 878 | activation, % at 10 µM;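 active = activation of at least 50% relative to the plate's high and low controls in the primary single-dose screen; inactive = activation below 50%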;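 note: compound incubated with DTT at 0.8 mM final as the reducing agent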
# G6PDH CS: inhibits Leuconostoc G6PDH, flagging false hits in G6PDH-based assays | inhibition, % at 5 µM | actives 0.12% (n = 200,000) | AID 1020 | Purified L. mesenteroides G6PDH, diaphorase/resazurin coupled fluorescence, 45 min; in the data active = inhibition above about 50%
# HMGR II inh: inhibitors of class II HMG-CoA reductase from Enterococcus faecalis. purified E. faecalis HMGR, NADPH absorbance 340 nm kinetic. inhibition, % at 10 µM. actives 0.41% (n = 190,000). AID 1066;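 active = inhibition above a set limit, the median over all tested compounds plus 3 SD, cut at about 9.5% in these data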;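 note: enzyme runs in reverse so mevalonate oxidation gives rising NADPH absorbance; 0% = complete reaction with DMSO and 100% = background rate lacking mevalonate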
# STAT1 activator: increases IFN-gamma driven STAT1 reporter signal. NIH 3T3 STAT1-luciferase reporter, luminescence; 100% = IFN-gamma alone, no compound. activation (% of control), % at 5.5 µM. actives 2.6% (n = 200,000);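 active = activation above the screen-wide mean activation plus 3 SD, cut at about 130% in these data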;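 note: raw ratio to IFN-gamma control signal so 100% means no change and 0% no light; values of inactives mirror those of a sister screen read the other way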
# Hsp70 activator: transcriptional activators of Hsp70; actives 0.04% (n = 200,000); activation, % at 10 µM; HeLa Hsp70 promoter luciferase reporter, luminescence; scaled: vehicle 0, proteasome-inhibitor control 100%;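 active = activation above the mean across all tested compounds plus 3 SD, cutoff set per campaign, cut at about 5.5% in these data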;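 note: 100% = MG132 at 30 µM as the positive control and 0% = DMSO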
# APP 5'UTR act: activates APP 5'UTR luciferase reporter | SH-SY5Y APP 5'UTR luciferase reporter, luminescence; zero percent = DMSO vehicle wells | actives 1% (n = 190,000) | activation, % at 2 µM;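 active = activation above a set limit, based on mean plus 3 SD of controls, cut at about 140% in these data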; note: values of inactives mirror those of a sister screen read the other way
# FLuc act counter: affects firefly luciferase, flagging false hits in luciferase stimulation screens | 200,000 tested, under 10 active | P08659 | AID 1027 | activation factor at 10 µM | ATPlite luciferase biochemical, luminescence, 10 min; 0 = ATP-free wells, 1 = DMSO control;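 active = luciferase activation factor, scaled between plate controls, of at least 2 with compound at 10 µM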
# Target sequence (P08659 whole entry, looked up): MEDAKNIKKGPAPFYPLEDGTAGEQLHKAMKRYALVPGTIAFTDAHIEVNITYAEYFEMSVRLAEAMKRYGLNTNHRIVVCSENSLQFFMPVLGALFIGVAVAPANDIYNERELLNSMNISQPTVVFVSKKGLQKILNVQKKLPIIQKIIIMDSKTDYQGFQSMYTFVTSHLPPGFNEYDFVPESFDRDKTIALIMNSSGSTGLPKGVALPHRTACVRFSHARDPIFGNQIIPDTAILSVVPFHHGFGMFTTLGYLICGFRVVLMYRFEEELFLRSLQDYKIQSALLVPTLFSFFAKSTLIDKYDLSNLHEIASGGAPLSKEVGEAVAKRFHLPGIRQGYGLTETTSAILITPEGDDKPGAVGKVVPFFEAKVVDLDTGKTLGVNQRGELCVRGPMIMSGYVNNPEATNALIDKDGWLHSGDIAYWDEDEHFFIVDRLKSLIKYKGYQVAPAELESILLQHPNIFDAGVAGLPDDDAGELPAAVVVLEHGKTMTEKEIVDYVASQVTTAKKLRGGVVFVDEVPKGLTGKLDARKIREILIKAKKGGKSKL
#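 System: luciferase plus luciferin reagent, cell-free; medium: PBS as buffer for the ATP substrate; dosing: test compounds dosed from 2 mM stocks in 100% DMSO; timing: 10 min post-reagent at room temperature; measured by: luminescence measurement of luciferase light output; evaluation: luciferase activation, seen as luminescence increase over controls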
# FLuc inhib CS: Photinus pyralis luciferase inhibition counter-screen. inhibition, % at 10 µM. actives 1.5% (n = 200,000). ATPLite firefly luciferase biochemical luminescence, 10 min. AID 1006. P08659;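 active = inhibition above about 50% when tested at 10 µM, limit read from the data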
# Active calls of the source: *; / = no result given.
SMILES,APP 5UTR inh,NF-kB expr up,Redox H2O2 prof,G6PDH CS,HMGR II inh,STAT1 activator,Hsp70 activator,APP 5'UTR act,FLuc act counter,FLuc inhib CS
CSc1ccc(CNc2ccccc2)cc1,-13,1.4,2.7,2,0,112,0.1,13,1,-4
O=C1C2C3c4ccccc4C(c4ccccc43)[C@@H]2C(=O)N1c1cccnc1 (some centres undefined),-6,0.76,0.5,4,-2,99,-0.3,6,1,3
O=C(N/N=C/c1cccc([N+](=O)[O-])c1)c1cnccn1,5,1.1,-0.2,-3,-2,103,-0.4,-5,1,3
CSc1ccc(CNc2ccc(C)c(C)c2)cc1,-49,1.7,2.0,2,-3,116,0.0,49,1,-1
O=C(CN1CCCCC1)Nc1cccc(Br)c1,9,2,1.1,0,2,105,-0.3,-9,1.1,-7
C=CCNC(=S)N/N=C/c1ccc(-c2cccc([N+](=O)[O-])c2)o1,-1,0.96,-0.1,24,-9,101,-0.3,1,1,2
CCc1ccc(NC(=O)c2noc3c2CCC3)cc1,-144,3.4*,0.4,2,3,104,-0.1,144*,0.4,64*
O=C(Nc1nc(-c2ccccc2)cs1)C1c2ccccc2Oc2ccccc21,9,1.2,-1.5,6,1,104,0.0,-9,0.9,5
CCNC(=S)NC1CC2CCC(C1)N2Cc1ccccc1 (centres undefined),-18,0.98,1.6,5,-1,107,0.9,18,1.1,-7
O=C(COc1ccccc1Cl)NCc1ccco1,2,1.4,1.1,-14,2,101,0.0,-2,1,1
O=C(CCC(=O)N(CC(=O)NC1CCCC1)C1CCCC1)Nc1ccccn1,2,0.91,0.5,3,-2,99,-0.4,-2,1,1
Cc1ccc2nc(SCC(=O)NCc3cccs3)[nH]c2c1,19,1.1,-2.7,0,-5,100,-0.2,-19,1,-4
Cc1ccc(NC(=O)c2cc(S(=O)(=O)NCCC3=CCCCC3)ccc2F)cc1F,20,0.8,0.2,-7,1,98,-0.4,-20,1,-4
COc1ccc(Br)cc1CNC(=O)C1CCN(C(=O)N(C)C)CC1,-6,1.2,-0.3,5,-2,97,0.0,6,1.1,-7
NC(N)=Nc1nc(-c2ccccc2)c2ccccc2n1,-19,2.3,-0.7,4,2,92,-0.3,19,1,-2
CC(=O)NS(=O)(=O)c1ccc(NC(=O)c2ccc(Br)o2)cc1,13,1.2,0.0,5,-2,100,-0.5,-13,1.1,-6
N#Cc1ccc(Oc2nc(C#N)cc(-c3ccccc3)n2)cc1,26,0.92,-0.1,-1,-4,94,-0.4,-26,1,0
CCN1CCCC1CNS(=O)(=O)c1ccc(Cl)c(C(F)(F)F)c1 (centres undefined),7,0.94,-1.1,7,-4,102,-0.2,-7,1,0
CC1CC(C)(C)CC2(C1)NC(=O)N(CC(=O)NCCc1c[nH]c3ccccc13)C2=O (centres undefined),7,1.2,-0.2,-8,-4,99,-0.2,-7,1,-4
Cc1cc(C)cc(OCC(=O)OC/C(O)=C(\C#N)c2nc3ccccc3[nH]2)c1,-18,2.1,-0.5,-22,-2,104,-0.2,18,1,-2
Cc1cc(=O)oc2cc(OC(C)C)ccc12,29,1.1,-2.2,8,0,110,-0.4,-29,1.1,-5
Cc1cccc(NC(=O)CN(C)S(=O)(=O)c2ccc(Cl)cc2)n1,-14,1,-0.5,4,1,100,-0.2,42,1.1,-9
O=C(CN1CCOCC1)Nc1ccc(NC(=O)CN2CCOCC2)c(Cl)c1,18,1,-0.6,10,-1,103,0.0,-18,1.1,-8
CC(=O)C1(O)C(C)CC2C3CCC4CC(O)CCC4(C)C3=CCC21C (centres undefined),-20,1.3,-0.4,-5,-2,103,0.6,20,1.1,-8
O=C1c2ccccc2NC2(CCCC2)N1O,-11,0.99,-0.4,7,1,97,0.0,11,1,-2

# Another view of two compounds above.
molecule	APP 5UTR inh	NF-kB expr up	Redox H2O2 prof	G6PDH CS	HMGR II inh	STAT1 activator	Hsp70 activator	APP 5'UTR act	FLuc act counter	FLuc inhib CS
O=C1c2ccccc2NC2(CCCC2)N1O	-11	0.99	-0.4	7	1	97	0.0	11	1	-2
CCNC(=S)NC1CC2CCC(C1)N2Cc1ccccc1 (centres undefined)	-18	0.98	1.6	5	-1	107	0.9	18	1.1	-7

# (cont.)
SMILES,APP 5UTR inh,NF-kB expr up,Redox H2O2 prof,G6PDH CS,HMGR II inh,STAT1 activator,Hsp70 activator,APP 5'UTR act,FLuc act counter,FLuc inhib CS
O=C(COc1ccc(Cl)cc1)NCc1nnc(SCC(=O)N2CCCc3ccccc32)o1,-8,0.86,0.7,6,-8,102,-0.2,8,1.1,-9
COc1ccc(C2C(C#N)=C(N)N(c3cccnc3)C3=C2C(=O)CC(C)(C)C3)cc1OC (centres undefined),13,1.1,0.6,19,-7,95,-0.3,-13,1,4
CCCCn1c(CNC(=O)C(C)(C)C)nc2ccccc21,9,1,0.1,1,-3,104,0.1,-9,1.1,-7
CN(Cc1cnccn1)C(=O)CC1C(=O)NCCN1Cc1cccc(Oc2ccccc2)c1 (centres undefined),-13,1.1,-1.4,16,-4,103,-0.4,13,1,-4
COc1cc(OC)cc(C(=O)N2CCN(C(=O)c3ccc(OC)c(OC)c3)CC2)c1,-3,1.4,1.9,-4,-2,97,-0.2,3,1,-3
CN(/N=C/c1ccc(O)cc1O)c1nc(-c2ccccc2)cc(-c2ccccc2)n1,7,0.76,-0.2,-14,-4,103,-0.1,-7,1.1,-8
COc1ccccc1NCCC(=O)OCC(=O)NCc1ccco1,-11,1.2,0.8,7,-4,99,-0.4,11,1,-2
Cc1onc(-c2c(F)cccc2Cl)c1C(=O)OCC(=O)NCc1ccco1,4,1.1,0.7,1,-5,99,-0.4,-4,1.1,-9
Cc1ccc(NC(=S)N(C)Cc2cn(C)c3ccccc23)cc1,5,1.1,0.1,5,3,86,-0.6,-5,1.1,-6
CCSc1nnc(C)c(=O)n1COC(=O)c1ccc(S(=O)(=O)N2CCCC2)cc1,-1,1.1,0.9,6,-8,89,-0.2,1,1,4
CCCN(c1ccc(OCC)cc1)S(=O)(=O)c1ccc2c(c1)CCN2C(=O)CCC(=O)O,11,1,-0.5,4,-1,101,-0.3,-11,1,-4
Cc1cnc(C(=O)Nc2ccccc2F)cn1,-28,2.2,-18,8,-10,127,-0.1,28,0.9,9
Cc1ccc2[nH]c3c(=O)n(CCc4cnc[nH]4)cnc3c2c1,-17,1.6,2.2,6,1,118,-0.2,17,1,2
O=C(/C=C\Nc1ccc(Cl)cn1)c1ccc(Br)cc1,-123,1.6,0.0,8,11*,134*,0.0,123,1,-2
CCOC(=O)c1c(C)n(C)c2ccc(OCC(O)Cn3nc(C)cc3C)cc12 (centres undefined),10,1.8,1.6,-31,-5,106,0.0,-10,1.1,-8
N#Cc1ccc(OCC(=O)N/N=C(\CCC(=O)O)c2cccs2)cc1,-10,1.3,-1.2,-4,1,98,-0.1,10,1.1,-5
Cc1[nH]nc(SCC(=O)NC2CCCC2)c1[N+](=O)[O-],-7,0.96,-0.2,6,-3,103,-0.3,7,1,-4
O=S(=O)(Nc1ccc(Cl)cn1)c1ccccc1,14,0.95,-0.1,5,-5,104,-0.4,-14,1.1,-5
CCOC(=O)C(NC(C)=O)(N1CCOCC1)C(F)(F)F (centres undefined),-6,0.92,2.7,1,-4,91,-0.2,6,1.1,-6
CC(Oc1ccc(Cl)cc1Cl)C(=O)NC1=NN(c2ccccc2)C(=O)C1 (centres undefined),5,1.1,-7.1,0,-2,104,0.0,-5,1.1,-10
Cc1cc(N/N=C/c2cccc(Cl)c2)nc(NCc2ccccc2)n1,-34,0.97,2.1,4,1,98,-0.4,34,0.6,44
O=C1OCCN1C(=O)[C@H]1[C@H](c2ccc([N+](=O)[O-])cc2)C(c2cccc(Cl)c2)=NN1c1ccccc1,2,0.61,-0.4,17,-9,98,-0.3,-2,1,-2
CCOC(=O)Cc1nnc(NC(=O)c2ncn[nH]2)s1,0,1.1,0.4,6,2,95,-0.2,0,1,-5
O=C(Nc1ccc2c(c1)OCCO2)C1CCCN(S(=O)(=O)c2cccs2)C1 (centres undefined),-18,0.92,-1.4,13,0,100,0.3,18,1.1,-6
Cc1ccc(C(=O)Nc2cccc(-c3cn4ccccc4n3)c2)cc1,-25,1.1,-0.6,-4,-5,112,-0.3,25,0.7,25
SMILES,APP 5UTR inh,NF-kB expr up,Redox H2O2 prof,G6PDH CS,HMGR II inh,STAT1 activator,Hsp70 activator,APP 5'UTR act,FLuc act counter,FLuc inhib CS
NC1=NS(=O)(=O)NC1c1cccc(F)c1 (centres undefined),-9,1,-1.0,4,1,105,-0.2,9,1,-4
O=C(NCCCn1ccnc1)c1ccc(Cl)c(S(=O)(=O)N2CCOCC2)c1,-20,1.3,0.5,6,-3,95,-0.2,20,1.1,-6
Cc1ccccc1OCC(O)CN(Cc1ccccc1O)C1CCCCC1 (centres undefined),-15,0.92,0.2,2,-9,89,-0.1,15,1,-3
CC(C)c1ccc(-c2noc(C3CCCN(C(=O)c4ccc(F)cc4F)C3)n2)cc1 (centres undefined),-21,0.99,1.1,8,-2,104,-0.3,21,1,-2
CCCNC(=O)COc1ccc(S(=O)(=O)Nc2ccc(C)cc2)cc1,-3,0.93,-0.1,13,-1,81,-0.2,3,1,-3
CCC(C(=O)NCc1ccc(OC)cc1)n1nc(C)n2c(cc3occc32)c1=O (centres undefined),-2,0.93,0.9,2,2,104,-0.3,2,1,-1
CCCS(=O)(=O)N1CCC(C(=O)NCCCN(CC)c2cccc(C)c2)CC1,-7,1.5,-1.3,-12,-2,104,-0.5,7,1,-2
Cn1c(=O)n(Cc2ccc(Br)cc2)c2ccccc21,15,1.4,-0.6,8,-1,85,1.2,-15,1.1,-9
CC(C)(C)NC(=O)CC(c1ccccc1)c1ccccc1O (centres undefined),20,0.99,0.1,-1,2,93,-0.4,-21,1.1,-6
O=C(c1ccc([N+](=O)[O-])cc1)N1CCSC1c1ccc(Cl)cc1 (centres undefined),-2,1.3,-0.4,15,3,99,-0.6,2,1,-4
COc1ccc(C(C)=O)cc1CN1CCCCC1,2,1.5,0.5,4,-2,107,-0.4,-2,1,0
Cc1c(Cl)cccc1N(CC(=O)NC1CCCCC1)S(C)(=O)=O,6,1.2,-2.5,-1,-1,104,-0.4,-6,1.1,-7
O=C(Nc1ccc2c(c1)OCO2)c1cc(-c2cccnc2)nc2ccccc12,9,1,-1.3,2,0,106,0.3,-9,1,2
Cc1ccc(Nc2nc(NCC3CCCO3)nc(N)c2[N+](=O)[O-])cc1 (centres undefined),5,0.88,0.6,-17,-7,93,-0.3,-5,1,-3
CN1/C(=C/C2CC(=O)NC2=O)C(C)(C)c2ccccc21 (centres undefined),/,0.67,1.0,5,1,95,0.8,/,1,1
COc1ccccc1CNS(=O)(=O)c1c(C)noc1C,0,1,-1.4,0,1,104,0.2,0,1,-1

# Full records from above.
# `O=C(c1ccc([N+](=O)[O-])cc1)N1CCSC1c1ccc(Cl)cc1` (centres undefined) as listed: APP 5UTR inh: -2; NF-kB expr up: 1.3; Redox H2O2 prof: -0.4; G6PDH CS: 15; HMGR II inh: 3; STAT1 activator: 99; Hsp70 activator: -0.6; APP 5'UTR act: 2; FLuc act counter: 1; FLuc inhib CS: -4
# `CCCS(=O)(=O)N1CCC(C(=O)NCCCN(CC)c2cccc(C)c2)CC1` as listed: APP 5UTR inh: -7; NF-kB expr up: 1.5; Redox H2O2 prof: -1.3; G6PDH CS: -12; HMGR II inh: -2; STAT1 activator: 104; Hsp70 activator: -0.5; APP 5'UTR act: 7; FLuc act counter: 1; FLuc inhib CS: -2

# Rows were taken by chance; 5.3% or so of the library scored in one or more.
